# Bioassay records as filed in PubChem BioAssay.
# CRFBP-R2 agonist: agonists of human CRF-binding protein/CRF-R2 receptor complex; hit rate 0.46% among 350,000; activation, % at 13.2 µM; HEK293 CRF-R2/CRF-BP, calcium dye fluorescence (FLIPR); percent of saturating CRF peptide response; AID 588473;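 active = activation of at least 50%, plus an integration ratio under a set limit after plate pattern correction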;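 also: plate controls were neutral control wells without compound for no effect and CRF at EC100 for full effect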
# CHRM4 agonist: CHRM4 agonism in calcium assay. hit rate 0.14% among 360,000. CHO-K1 hM4/Gqi5, Fluo-8 calcium fluorescence; vehicle 0%, full acetylcholine response 100%. P08173. activation, % at 3 µM;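 active = activation above the run mean over all test wells plus 3 SD, cut at about 32% in these data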;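 also: peak over basal fluorescence ratio per well then scaled between controls; 0% = DMSO wells and 100% = acetylcholine at EC100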
# Target sequence (P08173 whole entry, looked up): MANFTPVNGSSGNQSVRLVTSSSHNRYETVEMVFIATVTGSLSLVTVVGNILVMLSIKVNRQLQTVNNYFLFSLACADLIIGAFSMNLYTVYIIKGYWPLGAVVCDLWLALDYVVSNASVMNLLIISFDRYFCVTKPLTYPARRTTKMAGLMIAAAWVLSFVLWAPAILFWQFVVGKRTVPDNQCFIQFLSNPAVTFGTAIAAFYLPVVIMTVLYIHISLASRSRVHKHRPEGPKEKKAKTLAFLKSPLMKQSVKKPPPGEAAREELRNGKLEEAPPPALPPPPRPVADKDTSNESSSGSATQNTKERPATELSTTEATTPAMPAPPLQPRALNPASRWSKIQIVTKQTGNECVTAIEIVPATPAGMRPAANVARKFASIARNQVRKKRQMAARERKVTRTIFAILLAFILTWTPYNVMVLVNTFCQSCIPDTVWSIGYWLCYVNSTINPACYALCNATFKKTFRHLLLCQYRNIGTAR
# CHRM4 PAM: potentiates acetylcholine response at human M4 receptor. hit rate 0.4% among 360,000. activation, % at 3 µM. P08173. AID 624126. CHO-K1 hM4/Gqi5, Fluo-8 calcium fluorescence, ACh EC20; 0% = ACh EC20, 100% = maximal ACh;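 active = activation above its plate's cutoff, the mean activation of sample wells plus 3 SD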; also: some results filed as inactive read as strong as hits
# M5 antag: antagonists of human muscarinic M5 receptor (CHRM5) | P08912 | CHO-hM5 cells, Fluo-8 calcium fluorescence, ACh EC80 | inhibition, % at 3 µM | hit rate 0.59% among 360,000;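 active = inhibition above a per-plate cutoff, the mean of that plate's test compounds plus 3 SD, cut at about 27% in these data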;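 also: 0% = acetylcholine EC80 with DMSO and 100% = DMSO without agonist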
# M5 ag: agonists of human muscarinic M5 receptor (CHRM5); P08912; CHO-K1 hM5 cells, Fluo-8 calcium fluorescence; 0% DMSO wells, 100% maximal acetylcholine response; activation, % at 3 µM; hit rate 0.19% among 360,000;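 active = activation above the run's mean over test compounds plus 3 SD, cut at about 23% in these data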;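 also: signal is peak over basal fluorescence ratio across the kinetic read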
# M4 antag: CHRM4 antagonism in calcium assay | inhibition, % at 3 µM | CHO-hM4 cells, ACh EC80, Fluo-8 calcium fluorescence | hit rate 0.73% among 360,000 | P08173;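 active = inhibition above its plate's cutoff, the mean inhibition of sample wells plus 3 SD, cut at about 27% in these data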;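 also: 0% = acetylcholine EC80 with DMSO and 100% = DMSO without agonist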
# M5 PAM: positive allosteric modulators of human muscarinic M5 receptor | P08912 | CHO-K1 hM5, Fluo-8 calcium, ACh EC20 PAM; 0% = ACh EC20, 100% = ACh EC100 | activation, % at 3 µM | hit rate 0.3% among 360,000 | AID 624038;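 active = activation above the run cutoff, the mean activation of all test compounds plus 3 SD, cut at about 18% in these data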
#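 Assay system: CHO-K1 hM5 cells / Incubation: Fluo-8 loading 80 min at 37 °C plus 30 min room temperature / Technique: Fluo-8 calcium dye fluorescence, kinetic read / Repeats: single replicate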
# CHRM1 antagonist: human CHRM1 antagonism; hit rate 1.3% among 360,000; inhibition, % at 3 µM; P11229; CHO-K1 hM1, Fluo-8 calcium fluorescence, ACh EC80 antagonist;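 active = percent inhibition above its own plate's cutoff, namely the mean of that plate's compound wells plus 3 SD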;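 also: peak over basal fluorescence ratio during 140 s after agonist addition; 0% = ACh EC80 plus DMSO and 100% = DMSO alone without agonist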
# Target sequence (P11229 whole entry, looked up): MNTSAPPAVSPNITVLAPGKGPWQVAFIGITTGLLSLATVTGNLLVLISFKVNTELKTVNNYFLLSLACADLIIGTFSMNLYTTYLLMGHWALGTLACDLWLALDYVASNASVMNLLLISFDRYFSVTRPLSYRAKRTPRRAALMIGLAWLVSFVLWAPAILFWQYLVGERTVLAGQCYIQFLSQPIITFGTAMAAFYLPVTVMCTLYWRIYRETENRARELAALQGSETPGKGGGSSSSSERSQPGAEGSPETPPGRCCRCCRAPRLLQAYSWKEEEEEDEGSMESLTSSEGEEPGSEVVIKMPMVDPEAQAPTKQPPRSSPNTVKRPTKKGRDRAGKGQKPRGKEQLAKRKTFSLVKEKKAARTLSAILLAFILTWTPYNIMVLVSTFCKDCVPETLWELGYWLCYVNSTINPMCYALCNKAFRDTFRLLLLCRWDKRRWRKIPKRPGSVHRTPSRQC
# M1 PAM: positive allosteric modulators of human M1 muscarinic receptor; CHO-K1 hM1, Fluo-8 calcium fluorescence, ACh EC20; 0% = ACh EC20, 100% = maximal ACh; activation, % at 3 µM; AID 588819; P11229; hit rate 0.088% among 360,000; in the data active = activation above about 19%, passing the limit was not always enough
# The depositor's hits bear a star.
SMILES,CRFBP-R2 agonist,CHRM4 agonist,CHRM4 PAM,M5 antag,M5 ag,M4 antag,M5 PAM,CHRM1 antagonist,M1 PAM
CCOc1ccc(/C=C/C(=O)N(CC)CC(=O)Nc2ccc3c(c2)OCCO3)cc1OC,-0.8,0.3,1.7,11.2,0.5,4.2,-5.8,23.2,-6.5
CC1CC(C)CN(C(=O)c2ccc3c(c2NCCO)C(=O)c2ccccc2C3=O)C1 (stereo not drawn),-4.4,7.9,-0.4,3.7,1.5,1.6,-13.9,-1.0,1.7
Cc1ccc(N/N=C/c2ccc(N3CCOCC3)cc2)cc1C,0.7,1.2,1.6,3.9,-2.5,0.2,-5.1,-6.7,5.6
CCCCn1c(N)c(N(CC(C)C)C(=O)CSc2ccccc2C)c(=O)[nH]c1=O,-0.5,0.5,4.4,3.2,0.7,7.3,-0.8,-7.3,11.0
CC1(C)Cc2c(cnn2-c2ccccc2)C(NC(=O)C2(C(N)=O)CC2)C1 (stereo not drawn),-1.0,0.6,0.3,5.6,-2.6,-10.8,1.3,0.3,1.0
COc1ccc(O)c(C(=O)c2cc(C(=O)NCCc3ccccc3)c(=O)n(CCc3ccccc3)c2)c1,-0.7,1.9,-6.0,12.9,-1.8,0.5,-7.4,17.9,-5.2
COc1ccc(/C=N/NC(=O)c2ccncc2)cc1CN1CCOCC1,-1.1,0.2,0.0,3.4,-0.4,6.5,10.5,-2.5,8.9
Nc1ccc(NC(=O)c2cccc(C(=O)Nc3ccc(N)cc3Cl)c2)c(Cl)c1,4.3,1.0,4.5,11.4,-0.8,3.6,-3.8,-13.7,20.3
O=C(N/N=C/c1ccccc1[N+](=O)[O-])c1ccc2nc[nH]c2c1,-1.5,3.1,-4.0,-0.6,4.4,4.5,1.8,-11.0,5.4
CC(C)OP(=O)(OC(C)C)C(NC(=O)c1ccccc1)C(N)=O (stereo not drawn),1.8,0.2,7.9,13.4,-4.1,-12.0,-0.3,0.1,-8.5
Cc1ccc(OCc2cc(C(=O)N3CCc4sccc4C3)no2)cc1C,-1.0,3.3,-2.0,6.0,-4.6,-7.4,-1.6,-11.2,2.4
Cn1cc([N+](=O)[O-])c(C(=O)NCc2cc3cc(Cl)ccc3[nH]2)n1,-0.1,5.9,1.3,-0.2,-0.8,3.9,-0.5,-5.3,4.4
CCOC(=O)C1=C(C)NC(=O)CC1c1cc(OC)c(OC)cc1Br (stereo not drawn),-3.1,0.5,2.2,19.8,-4.9,-3.4,-1.0,2.8,5.9
COc1cccc(C2CC(c3cccs3)=NN2S(C)(=O)=O)c1OC (stereo not drawn),1.2,2.5,1.8,0.2,0.0,-0.4,8.4,-3.1,11.2
CC1CCCCN1CC(=O)Nc1ccc(Oc2ccccc2)cc1 (stereo not drawn),37.5,1.9,-14.9,-3.1,-12.9,57.4*,-14.4,68.7*,-25.2
CC(=S)/C=C1\Sc2ccccc2N1C,0.2,-0.3,-5.0,-4.2,-4.0,10.1,-0.6,5.0,-8.0
Cc1nn(S(=O)(=O)c2cccc([N+](=O)[O-])c2)c(C)c1S(=O)(=O)N1CCOCC1,-0.4,0.6,4.1,9.5,-5.7,-2.6,1.8,-8.2,8.6
CN1CCN(Cc2nc3ccccc3n2C)CC1CCO (stereo not drawn),6.6,1.1,10.1,8.6,5.6,-12.7,-1.7,-29.5,18.5
Cc1cc(=O)[nH]c(SCC(=O)NC2CCCCCC2)n1,-1.6,0.3,0.0,15.5,2.1,3.6,-1.8,-10.5,10.1
Cc1nc2sc(C(=O)Nc3ccccc3Cc3ccccc3)c(C)c2c(=O)[nH]1,0.8,2.0,20.6,-1.4,-0.2,-11.8,6.8,-13.9,12.2
CC1=C(C#N)C(NC(=O)c2ccc(C)cc2)(C(F)(F)F)C(=O)N1 (stereo not drawn),-5.0,0.1,2.0,-1.2,-6.0,-1.4,4.4,-3.0,0.9
CC(Oc1ccc(F)cc1)C(=O)Nc1cc(S(=O)(=O)N2CCOCC2)ccc1N1CCCCC1 (stereo not drawn),6.1,2.5,-5.0,5.1,0.0,4.3,-3.2,-11.7,1.8
OCc1ccc(N=Nc2ccccc2)cc1,0.9,2.0,-0.1,-9.0,4.2,-5.7,11.7,-9.6,11.3
Cc1ccc(NC(=O)C2CC(O)CN2C(=O)Oc2ccccc2)c(C)c1 (stereo not drawn),1.1,1.1,1.7,13.2,-4.0,3.9,-2.0,-16.3,15.0
O=C(O)C1=C[C@@H](c2ccc(C(F)(F)F)cc2)C[C@@H](OCc2ccc(CO)cc2)O1,-0.4,1.4,11.3,-0.6,2.6,-9.9,2.3,-8.2,9.3
COCCN(C(=O)COC(=O)CCc1ccc(OC)cc1)c1c(N)n(Cc2ccccc2)c(=O)[nH]c1=O,0.9,-0.3,1.7,4.9,-3.3,-1.1,4.1,-12.7,7.7
COc1ccc(CCNC(=O)c2ccc(Cl)c(S(=O)(=O)N(C)c3ccccc3)c2)cc1,-1.4,13.1,-27.6,4.5,-0.7,2.9,-15.1,11.4,-9.0
O=C(NC(=S)Nc1ccccc1[N+](=O)[O-])c1ccccc1Cl,-1.2,0.0,-4.1,11.3,-4.0,4.6,-13.4,2.9,-5.6
CCN1CCCC1CNC(=O)c1cc2c(-c3ccc(Cl)cc3)nn(C)c2s1 (stereo not drawn),1.2,1.1,-0.2,1.1,-5.4,-0.6,-3.4,-6.8,0.4
Cc1nc(SCC(=O)NC2CCS(=O)(=O)C2)c2c(C)c(C)sc2n1 (stereo not drawn),-1.2,-0.5,4.2,0.5,1.1,-6.7,2.3,-1.5,1.8

# The closing 2 entries of the section above open the next one:
SMILES,CRFBP-R2 agonist,CHRM4 agonist,CHRM4 PAM,M5 antag,M5 ag,M4 antag,M5 PAM,CHRM1 antagonist,M1 PAM
CCN1CCCC1CNC(=O)c1cc2c(-c3ccc(Cl)cc3)nn(C)c2s1 (stereo not drawn),1.2,1.1,-0.2,1.1,-5.4,-0.6,-3.4,-6.8,0.4
Cc1nc(SCC(=O)NC2CCS(=O)(=O)C2)c2c(C)c(C)sc2n1 (stereo not drawn),-1.2,-0.5,4.2,0.5,1.1,-6.7,2.3,-1.5,1.8
O=c1c2ccccc2nc(/C=C/c2cccc(Br)c2)n1CCCO,-0.5,12.2,-4.5,6.7,-1.7,-3.3,-9.8,3.3,1.2
O=C(O)c1ccc(/C=N/Nc2cccc(C(F)(F)F)c2)cc1,0.2,3.0,7.2,4.7,0.6,-0.5,-2.0,-2.5,5.2
Cc1ccc(S(=O)(=O)N2CCC(N3CCN(C)CC3)CC2)cc1Cl,1.4,-1.4,-19.7,24.6,-8.1,27.6*,-13.0,41.6*,-20.8
Cc1cc(CNC(=O)c2ccc(C)c([N+](=O)[O-])c2)c2ccccc2n1,0.2,3.2,-2.7,12.8,5.7,-2.0,1.2,-5.4,5.2
COC(=O)c1cccc(CN2C(=O)SC(Nc3ccc(C)cc3)C2=O)c1 (stereo not drawn),0.7,13.6,-31.0,6.1,-1.4,8.1,-13.1,6.7,-7.7
Cn1c(-c2ccc(Cl)cc2)cnc1N,-0.7,0.4,-2.8,4.2,-2.8,7.4,2.4,0.7,6.7
C=CCN1C(=O)N/C(=C/c2ccccc2OCC(=O)Nc2ccc(F)cc2)C1=O,-2.0,4.8,2.0,10.8,-0.2,7.9,-7.5,13.3,-15.2
C/C(=N\N1CCN(c2ccccc2)CC1)c1ccc(O)cc1,-0.5,1.3,-2.3,13.1,-2.2,2.8,-6.3,8.9,-4.6
COc1ccc(CC(=O)NNC(=O)CCC(=O)Nc2cc(C)ccc2C)cc1,1.7,5.4,6.3,-9.5,1.6,-18.3,5.0,-11.6,2.7
O=C(CCN1C(=O)C2C3C=CC(C3)C2C1=O)N1CCN(c2ccccn2)CC1 (stereo not drawn),6.1,1.4,17.2,-8.0,1.1,7.9,3.5,-5.2,6.7
COc1ccc(/C=N/NC(=O)Cn2c(Cc3ccc(OC)c(OC)c3)nc3ccccc32)cc1OC,14.6,1.2,0.7,-1.7,0.4,-10.6,1.5,6.8,-6.1
O=C(COC(=O)CNC(=O)c1ccc(Cl)cc1)Nc1ccc(Cl)cc1C(F)(F)F,-1.5,1.7,-3.6,-3.7,0.7,-0.5,-1.1,20.0,2.3
Cc1ccc(-c2nc3ccccc3nc2NN)cc1,0.6,0.3,1.4,5.6,1.8,0.5,5.5,-17.2,22.1
CC(=O)c1cccc(NC(=O)N2CCCc3ccccc32)c1,-2.6,1.1,5.9,-1.8,-1.6,-5.6,3.7,-9.1,9.6
O=[N+]([O-])c1ccccc1OCCN1CCOCC1,-0.8,1.3,0.3,-3.8,-1.8,6.7,1.5,-9.0,6.4
COc1ccc(-c2cn(-c3ccc(Br)cc3)c3[n+]2CCS3)cc1,-0.5,0.2,-11.9,1.5,-9.6,10.0,-0.9,44.0*,-25.3
Cn1cc(C(=O)c2ccc(Cl)cc2Cl)cc1C(=O)N/N=C(\N)COc1cccc(C(F)(F)F)c1,0.7,4.0,0.8,0.3,-0.9,4.8,-0.8,2.2,7.2
Cc1ccccc1C(=O)c1cccn1CC(=O)N1CCCCCC1,-0.7,1.6,12.8,3.9,-1.9,-6.4,-0.4,-5.6,3.0
NC(=O)Nc1ccc(Nc2ccccc2)cc1,-1.7,1.3,12.1,10.2,-2.4,-5.1,-10.3,-15.7,10.4
CCCCNc1c(N)n(CCC)c(=O)[nH]c1=O,3.1,1.9,2.2,2.0,-2.6,-1.9,-3.3,7.4,-0.1
O=C(C1=C(O)C(=O)N(CCN2CCOCC2)C1c1cccc(F)c1)c1cc2ccccc2o1 (stereo not drawn),1.6,0.5,4.6,-3.5,-2.8,-6.4,7.6,-19.9,6.8
CCOC(=O)c1cc(CC)sc1NC(=O)c1ccc(N2C(=O)CCC2=O)cc1,-0.5,1.6,9.5,-5.0,2.5,-0.5,9.6,-11.8,6.5
O=[N+]([O-])c1ccc(N(CC(O)CN2CCCCC2)S(=O)(=O)c2ccccc2)cc1 (stereo not drawn),1.9,0.9,-8.3,15.2,-1.6,0.7,-3.2,-12.2,8.8
COc1ccc(CCNc2nc(C)cc(C)n2)cc1OC,-1.3,0.0,0.3,1.9,0.0,7.3,4.7,-3.0,2.8
COc1ccccc1-n1cnc2cc(NS(=O)(=O)c3ccc(Br)cc3)ccc21,-0.7,8.0,-11.3,3.2,3.2,22.6,-8.0,5.0,2.2
CCCCCn1c(CN2CCN(c3cccc(Cl)c3)CC2)nc2c1c(=O)n(C)c(=O)n2C,-0.6,-1.8,-0.2,-0.8,2.0,-10.2,-2.0,-1.6,1.7
COc1cc(NC(=O)COc2cc3oc(=O)cc(C)c3cc2Cl)cc(OC)c1OC,-2.9,3.2,3.5,-15.2,-1.6,-4.2,3.5,-0.6,7.0
CN1CCN(C(=O)/C(=C/c2cccs2)NC(=O)c2cccs2)CC1,1.2,0.1,-1.7,1.4,-4.0,2.4,-2.9,4.9,-4.2
Cn1c(-c2ccc(Br)cc2)cnc1NCc1cccnc1,0.0,0.8,1.5,-4.1,-14.8,-2.4,8.4,6.2,-5.4

# Ordered by value in M5 PAM (rising): three of the compounds above
structure | M5 PAM
O=[N+]([O-])c1ccccc1OCCN1CCOCC1 | 1.5
CC1=C(C#N)C(NC(=O)c2ccc(C)cc2)(C(F)(F)F)C(=O)N1 (stereo not drawn) | 4.4
CCOC(=O)c1cc(CC)sc1NC(=O)c1ccc(N2C(=O)CCC2=O)cc1 | 9.6
